Rac1 wt modul: alters GTP binding to wildtype human Rac1 | P63000 | GST-Rac1 beads, fluorescent GTP binding, flow cytometry; actives lie on both sides; 0 = cold GTP competed, 100 = untreated | GTP binding activity (% of control), % at 10 µM | 0.27% of 190,000 active | AID 757;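 active = GTP binding activity at least 20 points away from the 100% control level, either lower or higher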
Rac1 mut GTP: human Rac1 activated mutant GTP binding change. GST-Rac1 activated beads, fluorescent GTP binding, flow cytometry; actives lie on both sides; 100% means binding = to untreated wells. percent activity (GTP binding), % at 10 µM. 0.11% of 190,000 active. AID 764;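 active = GTP binding at least 20 percentage points away from the 100% baseline, in either direction, so actives lie on both sides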
GSH fluor: GSH bead compound fluorescence profile; GSH beads flow cytometry, compound fluorescence 488/530 nm; hits give high values; fluorescence (KMESF) at 10 µM; 0.25% of 190,000 active; in the data active = fluorescence above about 89;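 also: glutathione beads carrying GST-tagged Bcl family fusion proteins plus one bare bead set; values are compound well signal with DMSO vehicle wells as background; inactives centre near 16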
Pf gametocyte: kills late stage P. falciparum gametocytes; inhibition, % at 10.9 µM; 0.065% of 150,000 active; P. falciparum stage V gametocytes, ATP luminescence, 24 h;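 active = inhibition above the mean plus 3 SD of compounds within the control limits, set per campaign, cut at about 38% in these data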;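 also: 0% = DMSO wells and 100% = medium only without gametocytes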
ABCB1 block: inhibitors of human ABCB1 transporter, ABCG2 counter-screen. inhibition, % at 6.6 µM. CCRF-Adr cells, JC-1 efflux, flow cytometry. 0.067% of 190,000 active. AID 1326. P08183; in the data active = inhibition above about 40%;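 also: 0% = vehicle and 100% = reference inhibitor; higher value means more JC-1 retained so stronger ABCB1 efflux block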
ABCG2 inh: inhibitors of human ABCG2 transporter, ABCB1 counter-screen; inhibition, % at 6.6 µM; 0.1% of 190,000 active; IgMXP3 cells, JC-1 efflux, flow cytometry;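 active = inhibition above 80%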;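 also: 0% = DMSO and 100% = nicardipine control wells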
Target sequence (Q9UNQ0 whole entry, looked up): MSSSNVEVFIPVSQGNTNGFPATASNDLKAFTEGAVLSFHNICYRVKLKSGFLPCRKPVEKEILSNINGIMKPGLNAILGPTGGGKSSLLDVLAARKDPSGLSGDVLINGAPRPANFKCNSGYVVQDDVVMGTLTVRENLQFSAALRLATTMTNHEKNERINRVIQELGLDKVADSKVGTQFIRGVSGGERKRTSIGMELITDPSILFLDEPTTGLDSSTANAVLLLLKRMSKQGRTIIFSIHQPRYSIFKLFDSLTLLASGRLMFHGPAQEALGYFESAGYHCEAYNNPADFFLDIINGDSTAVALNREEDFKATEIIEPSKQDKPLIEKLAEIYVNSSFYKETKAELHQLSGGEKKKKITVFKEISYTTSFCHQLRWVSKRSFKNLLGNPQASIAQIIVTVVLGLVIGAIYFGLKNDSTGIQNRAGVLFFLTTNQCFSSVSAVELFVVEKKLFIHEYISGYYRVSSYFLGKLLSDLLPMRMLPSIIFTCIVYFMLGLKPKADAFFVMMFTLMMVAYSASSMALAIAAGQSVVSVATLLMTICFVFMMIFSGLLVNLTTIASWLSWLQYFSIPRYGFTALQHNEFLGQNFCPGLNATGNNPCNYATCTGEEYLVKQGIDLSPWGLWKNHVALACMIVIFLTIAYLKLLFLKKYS
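Test system: IgMXP3 cells (ABCG2) mixed with DDAO far-red-labelled CCRF-Adr cells (ABCB1). Reagent: JC-1 transporter substrate. Compound dosing: single test compound dose, 6.6 µM final. Times: 10 min compound exposure, 25 °C. Detection: flow cytometry of retained JC-1 fluorescence. Read-out basis: efflux inhibition in percent versus controls. Controls: nicardipine and DMSO wells.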
Avidin bead fluor: compound fluoresces at 488/530 nm on avidin beads | fluorescence (KMESF) at 10 µM | 0.38% of 220,000 active | AID 1775 | compound fluorescence 488/530 nm, flow cytometry; hits give high values; in the data active = fluorescence above about 47; also: inactives centre near 10
Rab7 wt modul: dog Rab7 wildtype GTP binding, inhibitors and activators. 0.055% of 190,000 active. GTP binding activity (percent of control), % at 10 µM. GST-Rab7 beads, fluorescent GTP binding, flow cytometry; actives lie on both sides; untreated = 100%, excess cold GTP = 0%;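 active = fluorescent GTP binding to Rab7 beads changed by at least 20 points from the 100% baseline, either direction, mostly lower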;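 also: median green fluorescence of bound Bodipy-FL-GTP per Rab7 bead population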
Rab2 wt GTP: changes GTP binding to wildtype dog Rab2A, up or down. P61105. GST-Rab2 wt beads, Bodipy-GTP binding, flow cytometry. GTP binding activity, % at 10 µM. 0.19% of 190,000 active. AID 760;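 active = GTP binding activity at least 20 points away from 100%, either lowered or raised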;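 also: 0% = beads with excess unlabeled GTP and 100% = no-compound control corrected for plate trend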
HRas wt GTP: changes GTP binding to wildtype human HRas | 0.14% of 190,000 active | P01112 | GST-Ras wt beads, Bodipy-FL-GTP binding, flow cytometry; actives lie on both sides | GTP binding activity, % at 10 µM;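 active = GTP binding activity at least 20% away from the 100% baseline, either lowered as inhibitor or raised as activator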;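 also: 0% = unlabeled GTP competition control and 100% = no-compound control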
Target sequence (P01112 whole entry, looked up): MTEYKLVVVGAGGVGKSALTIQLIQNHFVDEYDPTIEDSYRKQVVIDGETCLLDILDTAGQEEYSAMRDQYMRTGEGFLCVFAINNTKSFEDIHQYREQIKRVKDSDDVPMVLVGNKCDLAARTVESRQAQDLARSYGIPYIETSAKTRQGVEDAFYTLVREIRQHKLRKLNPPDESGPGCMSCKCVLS
Cdc42 wt GTP: human Cdc42 wildtype GTP binding change, either direction; P60953; AID 761; 0.2% of 190,000 active; GST-Cdc42 beads, Bodipy-GTP binding, flow cytometry; actives lie on both sides; percent activity (GTP binding), % at 10 µM;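 active = percent activity GTP binding at least 20 points away from the 100% baseline, either down as inhibitor or up as activator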;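 also: median bead fluorescence of bound Bodipy-FL-GTP at 100 nM; 0% = excess unlabeled GTP control and 100% = no compound control; below 100% means less GTP binding so inhibitor and above means activator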
* hit, by the source's call; · = not tested or not shown.

cpd	SMILES	Rac1 wt modul	Rac1 mut GTP	GSH fluor	Pf gametocyte	ABCB1 block	ABCG2 inh	Avidin bead fluor	Rab7 wt modul	Rab2 wt GTP	HRas wt GTP	Cdc42 wt GTP
1	c1ccc(COC2CCCN(Cc3nc(-c4cnccn4)no3)C2)nc1 (stereo not given)	99.0	96.0	18	-4.6	1.1	0.8	6	97.0	96.0	97.0	99.0
2	Cc1cc(=O)n2[nH]c(N3C(=O)CCC3=O)nc2n1	100.0	99.0	14	·	0.0	-0.4	39	104.0	101.0	102.0	100.0
3	CC(=O)N(c1ccc(C)cc1)C1C=CS(=O)(=O)C1 (stereo not given)	99.0	97.0	21	·	0.0	0.0	7	101.0	100.0	99.0	99.0
4	O=C(Oc1ccc2c(-c3ccccc3)cc(=O)oc2c1)c1cccs1	102.0	103.0	9	-5.7	0.9	14.8	13	100.0	100.0	103.0	102.0
5	CCOC(=O)C1CCCN(Cc2c(C(=O)N3CCOCC3)nc3ccccn23)C1 (stereo not given)	99.0	97.0	12	12.0	0.7	6.8	6	99.0	100.0	100.0	100.0
6	COc1ccc(NC(=O)CCCN2C(=O)C3C4C=CC(C4)C3C2=O)c(OC)c1 (stereo not given)	108.0	100.0	14	·	0.0	0.0	24	105.0	102.0	103.0	106.0
7	COC(=O)Nc1ccc(S(=O)(=O)n2cnc3ccccc32)cc1	102.0	98.0	39	-8.9	0.5	1.3	3	94.0	96.0	99.0	98.0
8	COc1ccc(CN2CCN(c3ccc(F)cc3)CC2)c(OC)c1OC	106.0	99.0	8	-6.8	0.8	2.0	67*	97.0	99.0	100.0	101.0
9	CCn1c(=O)n(CC(=O)Nc2cc(OC)c(OC)c(OC)c2)c(=O)c2ccccc21	99.0	96.0	40	-26.5	0.4	0.8	5	98.0	97.0	100.0	101.0
10	COc1ccc(NC(=O)CN2CC(C)OC(C)C2)cc1Cl (stereo not given)	103.0	96.0	12	-2.5	-0.1	0.7	13	105.0	97.0	99.0	101.0
11	CCSc1nnc(NC(=O)c2cccnc2)s1	105.0	100.0	34	·	-0.9	11.3	16	103.0	102.0	104.0	101.0
12	CC(=O)NC(=S)Nc1ccc(NC(=O)c2cccs2)cc1	101.0	97.0	19	-20.0	0.9	1.6	7	99.0	96.0	99.0	101.0
13	COc1ccc(-c2nc(SCC(=O)N3CCOCC3)n[nH]2)cc1	103.0	100.0	15	1.2	0.1	3.3	9	100.0	101.0	103.0	100.0
14	CN1C(=O)N(C)C2(c3ccccc3)Nn3c(s/c(=C/c4ccco4)c3=O)=NC12c1ccccc1 (stereo not given)	101.0	99.0	20	·	4.2	2.0	34	101.0	100.0	100.0	101.0
15	COc1ccc(NC(=O)c2cc3c(s2)CCC(C)C3)cc1S(=O)(=O)N1CCOCC1 (stereo not given)	104.0	101.0	8	19.2	-0.5	-5.3	4	101.0	99.0	102.0	99.0
16	O=C(NCCN1CCOCC1)c1ccc(CSCc2cccc(Cl)c2)o1	101.0	100.0	11	2.6	1.4	11.9	13	97.0	101.0	99.0	101.0
17	COC(=O)C1CCN(S(=O)(=O)c2c(C)n(C)c(=O)n(C)c2=O)CC1	106.0	98.0	18	·	0.4	3.0	5	104.0	104.0	103.0	102.0
18	CCCc1c(C)nc2c(OC)cccc2c1SCC(=O)O	100.0	96.0	72	-11.9	0.6	1.3	9	104.0	100.0	97.0	100.0
19	COC(=O)C1CN(S(=O)(=O)c2ccccc2)CCN1S(=O)(=O)c1ccccc1 (stereo not given)	101.0	98.0	12	-7.2	0.9	1.3	23	97.0	98.0	100.0	97.0
20	COCCNC(=O)/C(C#N)=C/C=C/c1ccccc1	98.0	93.0	16	·	0.4	6.0	11	99.0	95.0	94.0	92.0
21	Cc1[nH]c(=O)[nH]c1C(=O)CCCCC(=O)OCC(=O)Nc1ccccn1	105.0	99.0	22	·	0.0	3.8	9	98.0	101.0	101.0	99.0
22	O=C(NC(=S)Nc1ccccc1O)c1ccc(Cl)cc1Cl	96.0	96.0	12	6.9	0.5	1.1	19	100.0	99.0	97.0	96.0
23	O=C(Cc1ccccc1)CC1(O)C(=O)Nc2ccccc21 (stereo not given)	93.0	95.0	25	·	0.0	1.1	20	92.0	96.0	97.0	98.0
24	Cc1c(/C=N\NC(=O)c2cccc(F)c2)cnn1C	103.0	99.0	22	19.1	-0.6	23.2	9	98.0	98.0	98.0	99.0
25	COc1ccc(-n2c(N)c(-c3nc4ccccc4n3C)sc2=S)cc1	106.0	103.0	27	·	0.0	6.8	19	97.0	102.0	102.0	104.0
26	COc1cccc(C(=O)Nc2ccc(S(=O)(=O)NCc3ccco3)cc2)c1	108.0	101.0	13	-6.7	0.1	1.4	22	99.0	100.0	101.0	107.0
27	CCOC(=O)c1c(CN2CCOCC2)oc2ccc(OC)cc12	103.0	99.0	20	-22.7	0.1	0.6	10	101.0	105.0	105.0	103.0
28	CC(NC(=O)c1ccco1)C(=O)OC(C)C(=O)NCc1ccccc1 (stereo not given)	98.0	95.0	13	-5.0	1.0	3.8	9	106.0	101.0	98.0	97.0
29	Cc1cc(OCCCC(=O)N2CCCCC2)cc(C)c1Cl	106.0	97.0	29	3.4	0.9	5.7	13	105.0	103.0	103.0	102.0
30	O=C(Nc1cccc(-c2cn3ccccc3n2)c1)c1cccc(Cl)c1	92.0	93.0	24	-11.0	0.7	2.0	13	98.0	97.0	98.0	95.0
31	Cc1cc(C(=O)OC(C)C(=O)Nc2cccc(S(=O)(=O)N3CCOCC3)c2)c(C)o1 (stereo not given)	109.0	100.0	11	7.1	0.9	10.8	35	104.0	100.0	101.0	102.0
32	CCCc1cc(=O)[nH]c(SCC(=O)c2[nH]c(C)c(C(=O)OCC)c2C)n1	98.0	97.0	13	-22.5	0.8	11.2	6	101.0	97.0	98.0	96.0
33	COc1ccc(NC(=O)COC(=O)c2ccc(N3CCCC3=O)cc2)cc1OC	93.0	94.0	49	·	1.0	12.6	9	97.0	95.0	96.0	98.0
34	O=C(N/N=C/c1ccsc1)c1ccc2ccccc2n1	97.0	95.0	14	-8.8	0.9	13.6	8	101.0	98.0	95.0	94.0
35	C=C(C)CNC(=S)NN=C1c2ccccc2-c2ccccc21	97.0	95.0	12	·	0.4	16.7	13	102.0	95.0	97.0	92.0
36	CC(=O)c1cc(F)c(N2CCN(C(=O)c3ccco3)CC2)cc1C	96.0	93.0	18	1.3	0.8	9.5	9	96.0	96.0	95.0	97.0
37	Nc1nc(SCc2ccc(Cl)cc2)[nH]c(=O)c1-c1ccccc1	100.0	96.0	17	·	-0.1	1.6	26	95.0	95.0	99.0	91.0
38	O=C1C(Nc2cccc(O)c2)=C(N2CCCCC2)C(=O)c2ccccc21	104.0	101.0	5	·	0.0	0.0	6	105.0	102.0	103.0	104.0
39	O=C(NCCN1C(=O)S/C(=C\c2ccccc2)C1=O)c1cc(S(=O)(=O)N2CCOCC2)c(Cl)cc1Cl	98.0	96.0	12	-15.9	3.8	13.0	7	99.0	98.0	97.0	100.0
40	CCOc1ccc2[nH]c(=O)c(CN(Cc3cccnc3)C(=O)Nc3ccccc3OC)cc2c1	105.0	101.0	18	·	·	·	6	106.0	105.0	104.0	105.0
41	Cc1ccc(NC(=O)C2CCN(S(=O)(=O)c3cccc4nonc34)CC2)nc1	102.0	97.0	23	9.6	0.5	50.6	28	97.0	101.0	100.0	102.0
42	O=C(Nc1cccc(-c2cn3ccccc3n2)c1)c1ccccc1	96.0	96.0	12	-11.3	0.4	20.9	12	92.0	96.0	96.0	92.0
43	Cc1ccc([N+](=O)[O-])cc1NC(=O)CN(C1CCCCC1)S(=O)(=O)c1ccc(Cl)cc1	102.0	96.0	21	·	1.6	5.9	·	96.0	96.0	98.0	98.0
44	COC(=O)c1c(NC(=S)Nc2cc(OC)c(Cl)cc2OC)sc2c1CCCCC2	102.0	98.0	5	17.8	-0.1	-1.0	15	98.0	96.0	98.0	94.0
45	O=C(CSc1nnc(-c2ccncc2)n1C1CCCCC1)Nc1ccccc1	98.0	94.0	17	-0.9	3.0	5.3	4	96.0	95.0	97.0	98.0
46	Fc1ccccc1Cc1nnc2n1N=C(c1ccc(Cl)cc1)CS2	104.0	100.0	31	14.8	-1.0	1.7	13	100.0	100.0	99.0	101.0
47	Cc1nnc(NC(=O)CSc2nnc(NC(=O)C(C)(C)C)s2)s1	97.0	97.0	9	-3.0	-0.5	1.6	11	107.0	100.0	98.0	92.0
48	O=C(NC(=S)N1CCN(c2ccc([N+](=O)[O-])cc2)CC1)c1ccco1	99.0	96.0	22	5.5	0.5	4.0	9	101.0	100.0	98.0	95.0
49	O=C(N/N=C/c1ccccc1)c1ccc(CN2C(=O)c3cccc4cccc2c34)cc1	98.0	101.0	13	·	0.2	-2.5	11	96.0	99.0	99.0	98.0
50	Cn1c(C(=O)NCCCN2CCOCC2)cc2c(=O)n(C)c3ccccc3c21	97.0	97.0	20	·	-0.1	0.7	7	103.0	98.0	99.0	98.0
51	Cc1cc(C)n2ncc(C(=O)Nc3ccc4c(c3)OCO4)c2n1	105.0	102.0	10	-10.8	0.3	4.4	13	102.0	101.0	101.0	105.0
52	CN(C(=O)COC(=O)c1ccc(Cl)c(N)c1)c1ccccc1	99.0	97.0	10	-26.1	-0.4	-0.5	8	96.0	96.0	97.0	96.0
53	CC(Oc1ccc(Cl)cc1)c1ccnc(N)n1 (stereo not given)	96.0	94.0	10	·	-0.2	-0.4	5	97.0	97.0	95.0	95.0
54	CC(=O)c1sc(N2CCOCC2)nc1-c1ccccc1	95.0	95.0	11	-16.1	0.6	1.3	28	104.0	96.0	98.0	96.0

Source: PubChem BioAssay
